# aDG glyco up = activators of alpha-DG glycosylation, primary screen, uHTS, Pro5-aDG cells, AlphaScreen | alpha-DG glycosylation AlphaScreen (IIH6); 0% Pro5, 100% B10-LARGE cell signal | activation, % at 10 µM | 360,000 compounds, 0.22% hits | AID 624168, 2012;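 active = activation of at least 8% versus controls, or a plate z-score of at least 8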;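 note: Pro5 are CHO cells carrying HIG-tagged alpha-DG that lacks glycosylation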
# Exocytosis inh = LAMP-1 surface exposure blockers, TALL-104 cells – cell-based, flow cytometry, MLPCN library, primary screen. inhibition, % at 10 µM. 360,000 compounds, 0.66% hits. TALL-104 LAMP-1 surface exposure; cells stimulated with thapsigargin and PMA. AID 651702, 2012;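 active = inhibition above about 55%, limit read from the data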
# CaV13 FRET inh = Primary screen for inhibitors of IQ motif and Ca2+-dependent inactivation inhibitor domain binding in CACNA1D, Förster resonance energy transfer in living cells, …. 340,000 compounds, 0.098% hits. inhibition, % at 12.3 µM. HEK cells, CFP/YFP FRET ICDI-IQ, plate reader, 10 min; percent FRET-ratio fall versus neutral wells. AID 743397;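 active = mean replicate inhibition of at least 30% and at least 1% of replicates passing that level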;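 note: 0% = median of the neutral control wells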
# hiPSC survival = enhancers of single-cell hiPSC survival, primary screen, ATPlite luminescence | 100% = ROCK inhibitor wells, 0% = DMSO | survival enhancement, % at 20 µM | 360,000 compounds, 0.044% hits | AID 602274, 2012; in the data active = survival enhancement above about 18%;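 note: cells exposed to compounds for 16 hours before the ATP read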
# TRPM1 prom inh = inhibitors of MITF-dependent TRPM1 promoter reporter, primary screen, cell-based, SK-MEL-5, single point, luciferase; SK-MEL-5 TRPM1 promoter luciferase, 24 h; inhibition, % at 12.5 µM; 330,000 compounds, 0.83% hits;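 active = mean inhibition across replicates of 60% or more, whatever share of single replicates reaches that level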; note: values of inactives mirror those of a sister screen read the other way
# HIF-2a inh = HIF-2a reporter inhibitors, primary screen, luminescence, 786-0 RCC cells; 786-0 RCC cells HIF-2a reporter, luciferase luminescence, overnight; inhibition, % at 18.8 µM; 360,000 compounds, 0.72% hits; AID 624352, 2012;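 active = inhibition of the luminescence signal of 40% or more relative to plate controls, in a single-dose primary screen at 18.75 µM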
# NR2E3 ag-1 = NR2E3 agonists in two-hybrid cells, primary screen, cell-based, luminescence, CHO-S, Gal4-NCOR/VP16-NR2E3; luciferase; inhibition of corepressor binding, % at 3.98 µM; 360,000 compounds, 0.35% hits; AID 602229, 2012;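 active = inhibition above the mean of all tested compounds plus 3 SD, cut at about 70% in these data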;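 note: 0% = DMSO with NR2E3 transfected cells and 100% = cells lacking NR2E3 construct; higher means lower luciferase signal from less NR2E3 corepressor binding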
# Target sequence (Q9Y5X4 whole entry, looked up, the tested form may be a part): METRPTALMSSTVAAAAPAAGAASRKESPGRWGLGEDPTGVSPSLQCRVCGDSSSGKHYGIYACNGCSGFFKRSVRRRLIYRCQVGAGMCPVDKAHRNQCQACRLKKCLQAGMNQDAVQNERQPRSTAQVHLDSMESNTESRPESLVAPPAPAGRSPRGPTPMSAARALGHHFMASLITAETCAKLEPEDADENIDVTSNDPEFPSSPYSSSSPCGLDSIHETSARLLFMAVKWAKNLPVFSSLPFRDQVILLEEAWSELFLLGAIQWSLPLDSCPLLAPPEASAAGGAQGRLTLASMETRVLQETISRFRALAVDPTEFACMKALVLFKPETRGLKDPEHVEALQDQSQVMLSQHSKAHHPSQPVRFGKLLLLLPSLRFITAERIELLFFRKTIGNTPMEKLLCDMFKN
# NR2E3 ag-2 = inhibitors of NR2E3-RetCOR corepressor binding, primary screen, NR2E3 agonist project, biochemical, TR-FRET, GST-NR2E3, biotin-RetCOR; AID 2300, 2010; Photoreceptor-specific nuclear receptor (Homo sapiens), Q9Y5X4; inhibition of corepressor binding, % at 4.78 µM; 1536-well; 320,000 compounds, 0.12% hits;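 active = percent inhibition above the cutoff of mean plus 3 SD of all tested compounds, set per screening campaign, cut at about 20% in these data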;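 note: 0% = DMSO wells and 100% = biotin wells as full block of FRET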
#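 Test system – NR2E3–RetCOR corepressor complex · Quantity – NR2E3 fusion 1.35 nM · Buffer or medium – Tris pH 7.5 · Incubation – Compound–protein incubation for 5 h at 4 °C · Technique – TR-FRET, Eu(K)-anti-GST donor, streptavidin-D2 acceptor, ex 340, em 617/671 nm · Evaluation – percent inhibition of 671/617 nm emission ratio versus biotin and DMSO controls · Plate – 1536-well format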
# Peg3 promoter = Peg3 promoter-driven luciferase inhibitors, primary screen, cell-based, HeLa, luciferase luminescence | HeLa PEG-Prom luciferase reporter, overnight | inhibition, % at 20 µM | 360,000 compounds, 1.7% hits;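 active = inhibition of at least 50% at 20 µM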
# Vif imaging = HIV Vif self-association inhibitors, primary screen, imaging, HEK293T, single point; HEK293T cells, Vif self-association by quenched fluorescence, 24 h; inhibition, % at 7.49 µM; 340,000 compounds, 0.35% hits; AID 602346, 2012; in the data active = inhibition above about 50%, passing the limit was not always enough; note: some results filed as inactive read as strong as hits
# PDI turbidity = inhibitors of human PDI, primary screen, biochemical, turbidity, single point, plate reader. 350,000 compounds, 0.052% hits. inhibition, % at 10 µM. AID 588391, 2011. Protein disulfide-isomerase (Homo sapiens), P07237. PDI insulin aggregation turbidity, A650, 90 min;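 active = mean inhibition across replicates of 30% or more, whatever share of single replicates reach that level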;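 note: absorbance from insulin aggregation driven by PDI reduction with DTT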
# Target sequence (P07237 whole entry, looked up): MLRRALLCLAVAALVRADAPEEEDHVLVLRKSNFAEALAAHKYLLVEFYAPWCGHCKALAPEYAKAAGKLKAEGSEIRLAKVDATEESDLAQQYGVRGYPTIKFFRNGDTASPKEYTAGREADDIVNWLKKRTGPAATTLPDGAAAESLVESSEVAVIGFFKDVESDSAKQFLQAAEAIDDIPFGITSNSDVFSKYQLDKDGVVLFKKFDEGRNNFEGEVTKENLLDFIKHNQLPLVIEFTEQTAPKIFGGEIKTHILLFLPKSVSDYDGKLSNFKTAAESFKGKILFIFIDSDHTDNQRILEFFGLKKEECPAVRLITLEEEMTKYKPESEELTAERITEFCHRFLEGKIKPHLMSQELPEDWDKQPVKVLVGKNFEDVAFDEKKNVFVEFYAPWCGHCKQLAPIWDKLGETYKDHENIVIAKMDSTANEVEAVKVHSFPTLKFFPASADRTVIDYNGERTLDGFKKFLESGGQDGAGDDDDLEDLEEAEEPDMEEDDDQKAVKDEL
# * marks the source's active call; other numbers are inactive results; / = no result given; & = joins results of further samples.
SMILES,aDG glyco up,Exocytosis inh,CaV13 FRET inh,hiPSC survival,TRPM1 prom inh,HIF-2a inh,NR2E3 ag-1,NR2E3 ag-2,Peg3 promoter,Vif imaging,PDI turbidity
COc1ccccc1CNC(=O)C1CSC2(C)CCC(=O)N12 (configuration not stated),0.2,3,-5,1.6,8,1,6,0,14,-4,-20
CCS(=O)(=O)c1nc(S(=O)(=O)c2ccc(C)cc2)c(N2CCC(O)CC2)s1,-0.2,3,-2,-0.4,7,10,4,0,4,3,1
CSc1cccc(CNC(=O)C2CCC(=O)N(CCc3ccccn3)C2)c1 (configuration not stated),0.2,-6,-6,2.1,3,14,-3,1,23,1,-1
CCOc1ccc(OCCCC(=O)N2CCN(S(=O)(=O)c3ccccc3C#N)CC2)cc1,0.7,-1,-5,0.0,-4,-1,-16,/,6,9,-1
S=C(NCC1CCCO1)Nc1ccc(Cl)c(Cl)c1 (configuration not stated),0.0,1,-3,4.3,-25,-118,-57,2,-58,-7,0
CC(=O)OCC(=O)Nc1ccccc1C,0.0,-1,-4,-0.8,15,7,-30,2,8,25,4
Cc1ccc(Cl)cc1NC(=S)NN,0.4,-4,-21,-0.9,-2,24,-44,1,15,-3,-2
c1ccc2c(c1)cnc1ccccc12,0.0&-0.1,-15&-6,2&-3,-0.1&-0.2,-20,-1&7,-15&-5,0&0,-6&-22,1,-1&-52
Cc1ccsc1CNS(=O)(=O)c1ccc(F)cc1,-0.2,0,-7,-0.1,-2,8,-12,1,4,4,0
O=C(NCc1ccc(F)cc1)C(c1ccco1)N(C(=O)c1csnn1)c1ccccc1 (configuration not stated),-0.1,-5,-3,5.6,10,14,-1,1,10,3,0
CCOC(=O)c1sc(NC(=O)CCN2CCCCCC2)c(C(=O)OCC)c1C,0.3,10,12,-1.4,-8,-25,-20,-1,21,-2,13
O=C(c1ccc(Cn2c(=O)[nH]c3ccccc3c2=O)cc1)N1CCN(c2ccc(F)cc2)CC1,0.3,0,-5,1.6,11,15,5,3,38,-6,8
CCOC(=O)C1CCCN(C(=O)c2ccc3c(c2)C(C)(C)CCC3(C)C)CC1 (configuration not stated),-0.1,-3,-11,4.6,/,26,12,/,36,-6,-1
Cc1cc(C(=O)N2CCCC(C)(C(=O)NS(=O)(=O)C3CC3)C2)nn1C(C)(C)C (configuration not stated),0.2,10,-10,0.0,/,11,-7,/,3,-8,-39
COc1cccc(NC(=O)COC(=O)c2nc(Cl)ccc2Cl)c1,0.0,-1,-3,-0.8,8,7,-15,0,-2,0,-1
COc1cc(/C=C/C(=O)OCC(=O)N2CCc3ccccc32)cc(OC)c1OC,-0.3,-1,-14,5.4,/,5,-25,/,10,-2,-3
CCO[C@@H]1OC(C(=O)N2CCN(Cc3ccccc3)CC2)=C[C@H](c2csc3ccccc23)[C@H]1CCCO,0.0,1,-3,-2.7,-4,14,0,0,24,-17,-4
Cc1nc(SCc2ccccc2)c2oc3ccccc3c2n1,-0.1,2,-5,0.6,0,-47,0,4,-17,-1,3
O=S(=O)(c1cnc(Cl)c(Br)c1)N1CCN(c2ncccn2)CC1,0.5,3,1,2.9,6,16,-21,1,18,-9,-3
COc1cccc(CN(C)CC2CCCN(CCc3ccccc3C)C2)c1 (configuration not stated),-0.1,57*,0,-0.7,11,18,5,1,16,7,-1
O=C(NC(=S)NCc1ccc(Cl)cc1)c1ccco1,0.0,-5,-7,5.5,1,-38,5,/,-16,9,-1
COc1ccc(-n2nc(C)c3sc(C)nc3c2=O)cc1,0.0,2,-5,0.0,-13,-30,-8,-2,-4,2,-1
O=C(NCc1ccccc1)C(c1ccco1)N(C(=O)c1ccccn1)c1ccc(F)cc1 (configuration not stated),-0.1,4,-8,-1.6,12,0,-6,0,-3,7,19
O=[N+]([O-])c1ccccc1CN1CCN(Cc2ccc3ccccc3c2)CC1,0.0,40,-5,0.3,11,-11,-6,3,8,4,2
O=C(c1ccc2c3n(nc2c1)-c1ccccc1CO3)N1CCOCC1,0.3,-5,/,-2.7,-48,-179,-95,1,-159,4,-6
OC(CN1CCOCC1)C12CC3CC(CC(C3)C1)C2 (configuration not stated),0.0,9,-9,-1.2,4,3,-22,2,6,-3,3
Cc1ccc(C(=O)N/C(=C\c2ccco2)C(=O)NCCCN2CCOCC2)cc1C,0.2,26,-4,0.9,6,5,-15,-2,1,8,19
COc1ccc(C(C(=O)NC2CCCC2)N(C(=O)c2ccoc2C)c2ccc(C)c(C)c2)cc1 (configuration not stated),0.1,7,-10,0.6,-1,13,-38,2,21,-2,10
COc1ccc(N2CCN(C(=O)c3cccc(S(=O)(=O)N4CCCc5ccccc54)c3)CC2)cc1,0.1,9,-3,-0.3,7,4,17,0,-5,-6,2
O=C(CSc1nnc(Cc2ccccc2)o1)Nc1ccc2c(c1)OCO2,0.3,-2,-5,-1.8,-30,-74,-21,3,-56,-4,-11
O=C(CN1C(=O)NC2(CCCCC2)C1=O)N1CCN(S(=O)(=O)c2cccc(F)c2)CC1,0.1,-1,-2,0.3,13,6,4,0,4,-8,-9
Clc1ccc(OCc2nc(-c3ccccn3)no2)c(Br)c1,0.0,-5,-8,-3.0,/,-56,-186,1,-161,/,-3
CC1(N=Cc2cc(Cl)ccc2O)COP(=O)(Nc2ccccc2)OC1 (configuration not stated),-0.2,7,-2,0.9,1,9,-13,/,-3,-2,6
CC(Cl)C(=O)c1ccc2c(c1)CCN2C(=O)C1CC1 (configuration not stated),0.4,-2,-2,-3.2,-7,-34,-1,2,-31,-5,1
Cc1c(NC(=O)c2ccco2)cccc1-c1nc2cccnc2s1,0.6,3,-3,-2.0,/,-42,-19,0,-57,-6,/
Cc1ccccc1C(=O)Nc1c2c(nn1C(C)(C)C)CS(=O)(=O)C2,-0.1,1,/,0.0,4,7,-23,1,0,0,-3
COc1ccc(C=CC(=O)c2ccc([N+](=O)[O-])cc2)cc1,0.2,0,-3,-1.8,5,-8,-21,/,-61,7,6
Cc1noc(C)c1S(=O)(=O)NC(=O)C1(C)CCN1C(=O)C1(c2ccc(Cl)cc2)CC1 (configuration not stated),0.0,4,-6,4.1,/,11,-2,/,5,/,14
COC(=O)[C@]1(Cc2ccccc2)N[C@H](CN(C)S(=O)(=O)c2ccc(-c3ccccc3)cc2)[C@@H]2C(=O)N(Cc3ccccc3)C(=O)[C@@H]21,0.0,-1,/,-1.7,0,5,-14,/,-5,0,-9
CCN(CC)CCOc1ncnc2c1oc1ccccc12,-0.1,4,-7,4.4,-3,9,10,1,-3,22,-2

# Full records from above. Order of values: aDG glyco up, Exocytosis inh, CaV13 FRET inh, hiPSC survival, TRPM1 prom inh, HIF-2a inh, NR2E3 ag-1, NR2E3 ag-2, Peg3 promoter, Vif imaging, PDI turbidity
# COc1ccc(C(C(=O)NC2CCCC2)N(C(=O)c2ccoc2C)c2ccc(C)c(C)c2)cc1 (configuration not stated) in the list: 0.1, 7, -10, 0.6, -1, 13, -38, 2, 21, -2, 10
# COc1ccc(C=CC(=O)c2ccc([N+](=O)[O-])cc2)cc1 in the list: 0.2, 0, -3, -1.8, 5, -8, -21, /, -61, 7, 6
# COC(=O)[C@]1(Cc2ccccc2)N[C@H](CN(C)S(=O)(=O)c2ccc(-c3ccccc3)cc2)[C@@H]2C(=O)N(Cc3ccccc3)C(=O)[C@@H]21 in the list: 0.0, -1, /, -1.7, 0, 5, -14, /, -5, 0, -9
# COc1ccc(N2CCN(C(=O)c3cccc(S(=O)(=O)N4CCCc5ccccc54)c3)CC2)cc1 in the list: 0.1, 9, -3, -0.3, 7, 4, 17, 0, -5, -6, 2
# Clc1ccc(OCc2nc(-c3ccccn3)no2)c(Br)c1 in the list: 0.0, -5, -8, -3.0, /, -56, -186, 1, -161, /, -3

# Other structures follow:
SMILES,aDG glyco up,Exocytosis inh,CaV13 FRET inh,hiPSC survival,TRPM1 prom inh,HIF-2a inh,NR2E3 ag-1,NR2E3 ag-2,Peg3 promoter,Vif imaging,PDI turbidity
Cc1nc(C)c(C(=O)Nc2cccc(C)c2C)o1,0.4,0,-6,1.0,-8,12,-8,2,22,10,3
CN(C)CC#CCC(O)(c1ccccc1)C1CCCCC1 (configuration not stated),0.0,7,-6,-0.5,-4,19,0,3,-1,-2,-43
Cc1ccc(C(=O)NNC(=O)CCOc2cccc(C)c2)cc1,0.0,-7,-16,0.9,12,-13,4,-3,-5,-3,4
CCN1CCN(C(=O)/C=C/c2c(F)cccc2Cl)CC1,-0.2,10,-3,2.0,-6,-26,-6,3,-14,10,6
Cc1ccc(-c2c(C(=O)NNC(=S)NCC3CCCO3)csc2C)cc1 (configuration not stated),-0.1,-2,3,1.7,-5,17,9,0,20,-2,1
CCOc1ccc(NC(=O)CSc2nnc(Cn3c(=O)sc4ccccc43)n2C)cc1,0.0,-3,-2,4.8,9,-2,-17,2,10,11,/
O=C(Nc1nccs1)NC1CCCCC1,-0.1,1,-5,-0.8,-5,-23,-12,0,-24,2,0
CCN(Cc1ccccc1)Cc1cccc([N+](=O)[O-])c1,-0.1,-1,-8,-1.7,-3,10,0,-2,-1,1,0
CCc1ccc2c(c1)NC(=O)C2(C)Cc1ccc(OC(F)(F)F)cc1 (configuration not stated),-0.3,5,-4,0.9,/,12,-2,/,33,-12,8
COc1ccc2c(c1)c(CC(=O)Nc1ccc(C)cc1)c(C)n2C(=O)c1ccc(Cl)cc1,0.2,-4,-5,7.2,2,-1,-6,6,6,-9,1

# An unsorted share of the library; any-hit rate near 3.5%.
